Source: PubChem
Cneo AK release – Cryptococcus neoformans lysis via adenylate kinase release. 0.2% of 360,000 active. C. neoformans lysis, adenylate kinase release luminescence, 4 h; normalised: neutral wells 0, clomiphene wells 100. AID 651654. lysis activity, % at 15 µM;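 active = mean lysis activity across replicates of at least 80%, whatever share of replicates individually reach that level; inactive = mean lysis activity below 80%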
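Test system: log-phase Cryptococcus neoformans yeast cells. Input: 5 × 10^6 yeast cells/mL. Medium: fresh YPD growth medium. Doses: single dose. Incubation: static 4 h at 37 °C with compound, 1 h detection. Measured by: luminescent adenylate kinase detection reagent. Read-out: signal increase indicating cell lysis. Benchmarks: Clomiphene.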
ARNT-TACC3 inh – disrupts binding between human ARNT and TACC3 | inhibition, % at 9.99 µM | AlphaScreen His-ARNT PAS-B/GST-TACC3 binding, luminescence; TACC3 fragment carries E629A point mutation | 0.66% of 390,000 active | Q9Y6A5 | AID 623870;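 active = mean inhibition of replicates at least 50% and at least half of replicates each reaching 50%; inconclusive = half or more replicates reach 50% but mean below 50%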;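 note: 0% = complete ARNT plus TACC3 wells and 100% = ARNT alone without TACC3; many hits fall short of the cut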
ERp5 inh – blocks human ERp5 reductase activity on insulin. ERp5 insulin aggregation, absorbance 650 nm, 90 min. AID 651711. inhibition, % at 9.99 µM. 0.05% of 350,000 active. Q15084;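 active = mean replicate inhibition above about 25%, with every replicate also reaching it, limit read from the data, passing the limit was not always enough; inconclusive = only one of those two criteria met; inactive = neither criterion met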
Target sequence (Q15084 whole entry, looked up): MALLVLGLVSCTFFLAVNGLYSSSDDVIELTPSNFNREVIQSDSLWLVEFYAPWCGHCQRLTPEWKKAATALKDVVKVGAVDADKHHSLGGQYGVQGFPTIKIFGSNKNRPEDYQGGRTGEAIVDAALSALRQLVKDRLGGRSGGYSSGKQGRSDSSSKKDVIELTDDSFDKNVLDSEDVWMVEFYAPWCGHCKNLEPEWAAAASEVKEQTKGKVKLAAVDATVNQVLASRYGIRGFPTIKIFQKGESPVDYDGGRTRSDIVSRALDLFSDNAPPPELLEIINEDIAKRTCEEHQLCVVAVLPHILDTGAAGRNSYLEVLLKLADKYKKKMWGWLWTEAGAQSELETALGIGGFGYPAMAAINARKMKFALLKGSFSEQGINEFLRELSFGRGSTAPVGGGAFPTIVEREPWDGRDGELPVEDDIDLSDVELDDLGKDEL
SIRT5 block – sirtuin-5 (human) deacylase inhibition | Q9NXA8 | Purified SirT5, succinyl-peptide AMC, trypsin-coupled fluorescence | inhibition, % at 15 µM | 1.1% of 330,000 active | AID 652115; in the data active = inhibition above about 15%; inconclusive = no clear call, values can overlap the other calls
Target sequence (Q9NXA8 whole entry, looked up): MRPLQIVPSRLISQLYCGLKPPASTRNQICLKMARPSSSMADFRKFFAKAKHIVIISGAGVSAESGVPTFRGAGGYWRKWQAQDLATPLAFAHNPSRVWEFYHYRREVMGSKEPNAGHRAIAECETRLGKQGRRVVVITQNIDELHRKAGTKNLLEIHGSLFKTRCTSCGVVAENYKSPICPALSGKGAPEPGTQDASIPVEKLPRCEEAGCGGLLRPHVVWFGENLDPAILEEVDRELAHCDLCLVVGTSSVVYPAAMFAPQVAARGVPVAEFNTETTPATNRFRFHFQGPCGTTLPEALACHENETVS
miR122 inh – inhibitors of miR-122 in Huh7 cells; Huh7 miR-122 Renilla luciferase sensor, 48 h; neutral wells = 0, positive control = 100; activation (reporter increase), % at 12.5 µM; 0.3% of 340,000 active;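 active = mean replicate activation score at least 90 and every replicate individually at or above 90; inconclusive = only one of the two criteria met; inactive = neither criterion met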;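 note: higher luciferase means less miR-122 activity so hits act as miR-122 inhibitors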
esBAF inh – inhibitors of esBAF chromatin remodeling in mouse ES cells | 2% of 350,000 active | Bmi1-luciferase knock-in reporter, 24 h; 100% = twice the neutral-well signal | reporter increase, % at 12.5 µM; in the data active = activation above about 40%; inconclusive = no clear call, values can overlap the other calls;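 note: 0% = median of the plate's neutral control wells and 100% = double that signal; a rise in the Bmi1 reporter signal indicates esBAF inhibition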
C2C12 statin – protects C2C12 myotubes from simvastatin toxicity; AID 602340; 0.78% of 330,000 active; ATP luminescence, 48 h; scaled: DMSO 0, geranylgeraniol control 100; rescue of ATP level, % at 7.49 µM;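 active = mean ATP rescue above about 67%, or every replicate alone reaching that limit, limit read from the data, passing the limit was not always enough; inconclusive = no clear call, values can overlap the other calls; inactive = mean under the limit and some replicate under it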;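 note: myotubes were challenged with 10 µM simvastatin during compound exposure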
* marks the source's active call; other numbers are inactive results; u = inconclusive; x = not tested or not shown; & = joins results of further samples; [ ] = remark or other dose. Rows are unselected; 4% or so of the library scored in one or more.

Results follow in this order: Cneo AK release	ARNT-TACC3 inh	ERp5 inh	SIRT5 block	miR122 inh	esBAF inh	C2C12 statin
CC(=O)c1cc2c(cc1N/C(=N/S(=O)(=O)c1ccc(C)cc1)c1ccccc1)OCO2
  1	-3	x	x	69	-1	13
Cc1cc(NC(=O)c2csc([C@@H]3O[C@H](CO)[C@H](O)[C@H](O)[C@H]3O)n2)n(C)n1
  -1	x	8	x	1	-5	13
Cc1cc(C(=O)COc2ccccc2C(N)=O)c(C)n1C
  x	2	4	1	-8	6	-4
COc1ccc(NC(=O)Nc2ccc3c(c2)C(=O)N([C@@H](C)CO)C[C@@H](C)[C@H](CN(C)C)OCCCC[C@@H](C)O3)cc1
  x	x	x	x	0[16.7 µM]	-1	-1
CCOC(=O)C1CCN(C(=O)COc2ccc3c(c2)OCO3)CC1
  -2	-11	3	6	x	-1	7
COc1ccc(CN(C)C[C@@H]2Oc3ccc(NC(=O)NC4CCCCC4)cc3C(=O)N([C@@H](C)CO)C[C@@H]2C)cc1
  1	2	1	-2	-5[16.7 µM]	4	-6
Cc1cccc(CC2SC(N)=NC2=O)c1 (stereo not drawn)
  x	-5	-3	0	x	x	x
COc1ccc(C(=O)c2c(-c3ccc(OC)cc3)oc3ccccc23)cc1
  1	0	-3	-6	x	6	2
COc1cccc(N2[C@@H](CC(=O)O)c3ccccc3S2(=O)=O)c1
  1	x	-2	-1	x	-1	1
CC(C)COc1ccc(-c2nnn(CC(=O)N3CCCC3)n2)cc1
  1	-6	x	x	-1	u	-3

Next results:
Results follow in this order: Cneo AK release	ARNT-TACC3 inh	ERp5 inh	SIRT5 block	miR122 inh	esBAF inh	C2C12 statin
Cn1c(CO)cnc1SCc1ccc(F)cc1
  x	-2	-1	2	-8	x	x
C[C@@H]1CN([C@H](C)CO)C(=O)c2cccc(NC(=O)c3ccc(-c4nccs4)cc3)c2O[C@H]1CN(C)Cc1ccncc1
  -2	6	-1	2	-6[16.7 µM]	9	9
CC(/C=N/NC(=O)c1cc(-c2ccc(C)o2)[nH]n1)=C\c1ccccc1
  -1	-1	-1	2	3	3	3
COc1ccc(N=C2SC(CC(=O)Nc3ccc(OC)cc3OC)C(=O)N2C)cc1 (stereo not drawn)
  -1	-1	x	x	4	0	4
CCCCc1nc2cc(C(=O)NCc3ccccn3)ccc2o1
  2	-19	1	-1	-3	-2	11
Clc1ccc(/C=N/c2c(-c3ccco3)nc3ccccn23)cc1
  0	7	x	x	-1	1	-3
COc1ccc(NC(=O)Nc2ccc3c(c2)C(=O)N([C@@H](C)CO)C[C@@H](C)[C@H](CN(C)Cc2ccc(Cl)c(Cl)c2)OCCCC[C@H](C)O3)cc1
  2	-5	5	2	8[16.7 µM]	3	x
CC(C)NC(=O)Nc1ccc2c(c1)CC(=O)N([C@H](C)CO)C[C@H](C)[C@@H](CN(C)Cc1ccc3c(c1)OCO3)O2
  6	14	-4	1	6[16.7 µM]	-2	-1
CC(C)CCSc1ncnc2c1oc1nc3c(cc12)COC(C)(C)C3
  0	x	2	-2	-1	-2	23
CC1(C(=O)NCc2cccs2)CCN1C(=O)Cc1ccc(Cl)cc1Cl (stereo not drawn)
  -1	x	3	-1	-2	-4	11

Next section
Results follow in this order: Cneo AK release	ARNT-TACC3 inh	ERp5 inh	SIRT5 block	miR122 inh	esBAF inh	C2C12 statin
O=C(C1=C[C@H](c2ccc(Br)cc2)C[C@H](OCc2ccc(CO)cc2)O1)N1CCOCC1
  2&0	-3	3&0	5&2	x	0	2
Cc1ccc(Cl)cc1NC(=S)N1CCC(c2ccccc2)C1 (stereo not drawn)
  x	3	4	-9	x	x	x
Cn1ccnc1SCC(=O)N1CCc2ccccc21
  -2	-7	-3	2	x	15	9
Cc1nc(N2CCN(Cc3ccccc3)CC2)c(C#N)c2c1COC(C)(C)C2
  0	15	x	x	0	6	13
CNC[C@@H]1Oc2ccc(NC(=O)Nc3cccc4ccccc34)cc2C(=O)N([C@@H](C)CO)C[C@@H]1C
  23	2	3	-6	6[16.7 µM]	2	0
O=C(CNC(=O)c1ccc(S(=O)(=O)N2CCCC2)cc1)N/N=C/c1ccc(Cl)cc1
  -4	1	2	0	-3	x	x
Cc1cc2oc(=O)cc(CN3CCOCC3)c2cc1C
  1	-1	x	x	x	-4	5
CCOC(=O)CC1=C(C(=O)OCC)C(c2cccnc2)C(C#N)=C(N)O1 (stereo not drawn)
  0	x	x	x	-3	2	-2
O=C(OCC(=O)N1CCN(C(=O)c2ccco2)CC1)c1ccc(S(=O)(=O)N2CCCCC2)cc1
  -2	3	x	x	5	0	2
Cc1ccc(OCC(=O)NNC(=O)C2CSC3(C)CCC(=O)N23)cc1C (stereo not drawn)
  3	-6	0	-6	-4	-3	-7

Next section.
Results follow in this order: Cneo AK release	ARNT-TACC3 inh	ERp5 inh	SIRT5 block	miR122 inh	esBAF inh	C2C12 statin
C[C@@H]1CN([C@@H](C)CO)C(=O)c2cc(NS(=O)(=O)c3ccc(Cl)cc3)ccc2O[C@H]1CN(C)Cc1ccc(Cl)c(Cl)c1
  49	32	-2	5	-3[16.7 µM]	-4	30
Cc1ccc(C2CC2c2n[nH]c(=S)n2-c2ccc(Cl)cc2)cc1 (stereo not drawn)
  9	-3	x	x	-1	-10	20
Cc1cc(C)n(-c2nc3c(c(=O)[nH]c(=O)n3C)n2CC(O)COc2ccccc2C)n1 (stereo not drawn)
  1	-9	x	x	-3	2	0
CCOc1ccc(N)c(SSc2cc(OCC)ccc2N)c1
  -2	11	1	-1	x	11	29
Cc1ccc(NC(=S)NCC2CCN(C(C)c3ccccc3)C2)cc1 (stereo not drawn)
  2	6	1	0	-4	-5	-8
COc1ccc(S(=O)(=O)N(C)C[C@@H]2Oc3c(NC(=O)c4ccncc4)cccc3C(=O)N([C@@H](C)CO)C[C@@H]2C)cc1
  0	-2	2	-2	-5[16.7 µM]	4	-62
Nc1o[nH]c(=O)c1C1CCCCC1
  0	-5	-2	-2	-3	0	-5
O=C(NCc1ccc(C(F)(F)F)cc1)C12CN(Cc3ccccc3)CC1C(c1cccc([N+](=O)[O-])c1)=NO2 (stereo not drawn)
  8	-9	2	x	1	10	10
O=C(NCCc1ccc(F)cc1)c1cc([N+](=O)[O-])ccc1N1CCOCC1
  -2	2	10	-4	-1	-2	8
O=C(OCCOc1ccccc1F)c1cc(S(=O)(=O)N2CCOCC2)ccc1F
  4	3	8	0	-2	-3	13

More structures
Results follow in this order: Cneo AK release	ARNT-TACC3 inh	ERp5 inh	SIRT5 block	miR122 inh	esBAF inh	C2C12 statin
Cc1ccc2nc(Cl)c(/C=N/NC(=O)c3ccccc3O)cc2c1
  -3	7	-9	0	-2	x	x
CC1(C2CC2)NC(=O)N(CC(=O)Nc2ccc(F)cc2F)C1=O (stereo not drawn)
  -3	x	2	-2	x	-1	4
CS(=O)(=O)N1[C@@H](C#N)[C@@H](c2ccccc2)[C@@H]1CO
  -1	-9	-4	3	x	-2	0
CCCCCNC(=O)c1ccc(NC(=O)CC2SC(N3CCCC3)=NC2=O)cc1 (stereo not drawn)
  -1	x	1	-1	0	6	2
Cc1ccc(C(=O)N2CCN(C(=O)C3CCCO3)CC2)cc1 (stereo not drawn)
  -1	-2	0	-11	-7	-7	13
Cc1[nH]nc(Nc2ccccc2)c1[N+](=O)[O-]
  -1	0	x	x	0	x	x
CCOc1cc(CN2CCC(N3CCC(C(=O)NC4CC4)CC3)CC2)ccc1O
  1	x	-8	x	-2	-1	1
COc1cccc(CNC(=O)C(=O)NCC2CCCO2)c1 (stereo not drawn)
  1	x	x	x	7	4	-6
COc1ccccc1N1CCN(C(=O)c2cc(=O)c3cc(C)cc(C)c3o2)CC1
  x	17	2	2	x	x	x
O=C(CN1CCN(Cc2ccccc2)C1=O)NCCCN1CCOCC1
  0	-2	-3	-2	7	1	-11

Going on with the list.
Results follow in this order: Cneo AK release	ARNT-TACC3 inh	ERp5 inh	SIRT5 block	miR122 inh	esBAF inh	C2C12 statin
COC(=O)c1ccc(NCCC(=O)O)cc1
  -2	-3	-3	2	-2	-10	8
CN(Cc1ccccc1)C(=O)c1ccc2sc([C@H]3C[C@H](O)[C@@H](CO)O3)nc2c1
  0	x	0	0	3	5	-11
Cc1ccc(CNC(=O)CCNC(=O)c2ccco2)cc1
  -1	-2	x	x	4	9	-3
COc1ccccc1C(CNc1nc(C(F)(F)F)nc2ccccc12)N(C)C (stereo not drawn)
  0	-5	-2	0	x	6	-17
C(=C1c2ccccc2-c2ccccc21)c1ccncc1
  0	11	4	x	-8	15	2
CC(C)CN(C(=O)c1cccc(S(=O)(=O)N2CCN(Cc3ccccc3)CC2)c1)C1CCS(=O)(=O)C1 (stereo not drawn)
  1	x	10	-1	-3	-7	-2
CCCOc1cccc(NC(=O)c2cc(C)oc2C)c1
  -2	-2	x	x	2	17	2
N#CCC(=O)Nc1ccc(C(=O)NCC(c2ccco2)N2CCCCC2)cc1 (stereo not drawn)
  x	18	4	-5	x	x	x
CC(C)CC#Cc1cnc2c(c1)C(=O)N([C@H](C)CO)C[C@H](C)[C@H](CN(C)Cc1ccc3c(c1)OCO3)O2
  -2	2	-1	11	12[16.7 µM]	0	35
COCCN(C(=O)Cc1coc2cc(C)c(C)cc12)c1c(N)n(Cc2ccccc2)c(=O)[nH]c1=O
  6	-4	1	-1	-16	-1	0

Later entries.
Results follow in this order: Cneo AK release	ARNT-TACC3 inh	ERp5 inh	SIRT5 block	miR122 inh	esBAF inh	C2C12 statin
O=C(Nc1nnc(SCCN2CCOCC2)s1)C1CC(=O)N(c2ccc(F)cc2)C1 (stereo not drawn)
  -4	-1	-2	0	-10	-2	-4
O=C(O)c1cccc(S(=O)(=O)Nc2ccc3[nH]c(=O)[nH]c3c2)c1
  -2	1	-3	-2	-6	2	-8
O=CNc1cc(-c2ccccc2)cn2c(-c3ccc(F)c(Cl)c3)cnc12
  3	x	-1	x	x	-5	6
CN(C(=O)c1ccc(S(=O)(=O)NC2CCCC2)cc1)C1CCCCC1
  1	0	x	x	10	7	3
CC(C)NC(=O)c1cc(-c2ccc3c(c2)OCO3)on1
  -3	5	8	-2	-3	-5	-1
O=c1c(CN2CCN(c3cccc(Cl)c3)CC2)coc2c(Cl)cc(Cl)cc12
  -1	2	-2	-5	0	-3	37
CN(C)c1ncnc2c1ncn2[C@H]1CN(Cc2cccs2)C[C@@H](CO)O1
  0	x	5	9	-2	2	6
Cc1noc(C)c1NC(=O)Nc1ccc2c(c1)C(=O)N([C@H](C)CO)C[C@H](C)[C@H](CN(C)C(=O)NC(C)C)OCCCC[C@@H](C)O2
  4	21	-5	x	4[16.7 µM]	2	x
CC(C)(C)c1ccc(C(=O)Nc2cccc3c(=O)[nH][nH]c(=O)c23)cc1
  -17	-42	x	x	-4	x	x
O=C(COC(=O)CSc1nnc(-c2ccc(Cl)cc2)o1)Nc1cc(Cl)ccc1Cl
  -1	-1	-1	-2	9	3	8

Further structures follow:
Results follow in this order: Cneo AK release	ARNT-TACC3 inh	ERp5 inh	SIRT5 block	miR122 inh	esBAF inh	C2C12 statin
CCCCC#Cc1cncc(C(=O)N/N=C/c2ccccc2)c1
  x	6	5	0	x	-5	2
CCCC(=O)N1CCN(c2nc3c(OC)ccc(Cl)c3s2)CC1
  -1	24	-2	2	-3	-3	8
O=C(NCc1cccnc1)c1cc(C2CCCN(C(=O)c3cccs3)C2)on1 (stereo not drawn)
  0	x	-5	0	-2	-8	-2
CC(C)N1CCc2c(sc(NC(=O)c3cc(-c4cccs4)nc4ccccc34)c2C(N)=O)C1
  1	-3	x	x	1	-7	-18
CC[C@]12c3[nH]c4ccc(OC)cc4c3CCN1C(=O)C(CC(=O)NCCCN(C)C)C[C@@H]2C(=O)N1CCN(C(=O)c2ccco2)CC1 (stereo partly drawn)
  -1	1	-1	1	0	2	2
O=C(C[C@@H]1C=C[C@@H](NC(=O)c2ccccc2)[C@@H](CO)O1)NCc1ccc(Oc2ccccc2)cc1
  7	-8	-3	-5	-6[16.7 µM]	14	-35
